High-throughput results (PubChem)
HMGR II inh: E. faecalis class II HMG-CoA reductase inhibition | purified E. faecalis HMGR, NADPH absorbance 340 nm kinetic | inhibition, % at 10 µM | hit rate 0.41% among 190,000 | AID 1066;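 active = inhibition above a set limit, the median over all tested compounds plus 3 SD, cut at about 9.5% in these data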;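 note: enzyme runs in reverse so mevalonate oxidation gives rising NADPH absorbance; 0% = complete reaction with DMSO and 100% = background rate lacking mevalonate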
Redox H2O2 prof: compounds producing H2O2 with reducing agent – biochemical, NIH compound library profiling, artefact control for MLSCN library redox annotation, primary screen; DTT-dependent redox cycling H2O2, phenol red/HRP absorbance; 100% = 100 µM peroxide control, 0% = buffer; AID 878; activation, % at 10 µM; hit rate 0.03% among 200,000;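 active = activation of at least 50% relative to the plate's high and low controls in the primary single-dose screen; inactive = activation below 50%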;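 note: compound incubated with DTT at 0.8 mM final as the reducing agent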
TLR4 MyD88 comp: inhibitors of human TLR4-MyD88 binding. AID 861. O00206+Q99836. inhibition, % at 8.4 µM. hit rate 0.18% among 200,000. HeLa CL3-4 TLR4/MyD88 BLA complementation, FRET ratio; in the data active = inhibition above about 25%;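 note: 0% = vehicle and 100% = reference inhibitor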
Target sequence (O00206 whole entry, looked up): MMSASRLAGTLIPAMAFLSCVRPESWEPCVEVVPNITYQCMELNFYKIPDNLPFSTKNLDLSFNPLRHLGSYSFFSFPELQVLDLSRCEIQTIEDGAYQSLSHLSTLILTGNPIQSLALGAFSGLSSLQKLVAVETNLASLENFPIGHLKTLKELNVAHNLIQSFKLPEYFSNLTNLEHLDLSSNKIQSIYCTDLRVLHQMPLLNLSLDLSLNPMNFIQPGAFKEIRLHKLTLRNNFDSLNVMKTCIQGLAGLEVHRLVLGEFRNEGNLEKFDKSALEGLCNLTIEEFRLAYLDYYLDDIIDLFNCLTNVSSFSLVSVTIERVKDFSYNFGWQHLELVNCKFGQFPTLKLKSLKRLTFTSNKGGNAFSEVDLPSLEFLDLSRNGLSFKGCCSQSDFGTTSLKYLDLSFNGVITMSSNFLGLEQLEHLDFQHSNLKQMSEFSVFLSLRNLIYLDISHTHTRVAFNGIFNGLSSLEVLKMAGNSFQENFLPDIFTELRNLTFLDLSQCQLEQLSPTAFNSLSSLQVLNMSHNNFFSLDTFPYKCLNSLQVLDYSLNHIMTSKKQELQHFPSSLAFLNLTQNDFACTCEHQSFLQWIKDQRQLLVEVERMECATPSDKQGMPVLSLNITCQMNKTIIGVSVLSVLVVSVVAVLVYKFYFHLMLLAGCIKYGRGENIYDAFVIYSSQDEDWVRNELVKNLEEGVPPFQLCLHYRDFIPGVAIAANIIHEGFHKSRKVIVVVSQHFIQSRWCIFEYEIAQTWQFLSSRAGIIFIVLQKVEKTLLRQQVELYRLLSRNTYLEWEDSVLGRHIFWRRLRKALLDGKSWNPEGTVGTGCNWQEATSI
Target sequence (Q99836 whole entry, looked up): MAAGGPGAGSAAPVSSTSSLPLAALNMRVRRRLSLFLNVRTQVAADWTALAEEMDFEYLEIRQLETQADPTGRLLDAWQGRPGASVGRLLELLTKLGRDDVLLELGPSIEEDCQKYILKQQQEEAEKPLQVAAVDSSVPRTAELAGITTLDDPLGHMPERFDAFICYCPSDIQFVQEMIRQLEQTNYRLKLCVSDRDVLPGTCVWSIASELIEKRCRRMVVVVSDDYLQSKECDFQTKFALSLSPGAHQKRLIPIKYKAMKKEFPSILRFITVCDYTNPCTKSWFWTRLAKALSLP
NF-kB expr up: NF-kB expression increase, human neuronal cells; NF-kB reporter expression; stronger effect = higher value; fold change at 12.5 µM; hit rate 1.6% among 190,000; AID 1239; in the data active = fold change above about 3.3
STAT3 activator: activators of IL-6 induced STAT3 signaling; U3A cells, IL-6 STAT3-luciferase reporter, luminescence; 100% = signal with IL-6 EC80 alone; activation (% of control), % at 5.6 µM; hit rate 0.91% among 190,000;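 active = activation above the screen-wide mean of compound activation plus 3 SD, cut at about 130% in these data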;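 note: 0% = background luminescence of wells with medium and substrate only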
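Material: STAT3-luciferase reporter U3A cells; Probe or stimulus: IL-6 (33 ng/mL); Incubation: compound pre-incubation 1 h before IL-6, then 6 h stimulation at 37 °C; Technique: luminescence from STAT3-driven luciferase reporter; Evaluation: % activation versus median of IL-6-stimulated wells; Controls: IL-6-only high control.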
STAT3 blocker: reduces IL-6 driven STAT3 reporter signal. U3A cells, IL-6 STAT3-luciferase reporter, luminescence; host cell line lacks STAT1. inhibition, % at 5.5 µM. hit rate 0.89% among 190,000. AID 862;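 active = inhibition above the mean inhibition across all screened compounds plus 3 SD, cut at about 44% in these data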;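 note: 0% = DMSO only wells and 100% = 100 µM nifuroxazide control wells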
STAT1 blocker: STAT1 signaling inhibition; inhibition, % at 5.5 µM; NIH 3T3 STAT1-luciferase reporter, IFN-gamma, luminescence; hit rate 0.35% among 200,000; AID 920;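 active = inhibition above a set limit, the mean inhibition across all tested compounds plus 3 SD, cut at about 34% in these data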;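 note: 0% = IFN-gamma with DMSO and 100% = IFN-gamma with 300 µM nifuroxazide; values of inactives mirror those of a sister screen read the other way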
STAT1 act: STAT1 signaling activation; activation (% of control), % at 5.5 µM; hit rate 2.6% among 200,000; NIH 3T3 STAT1-luciferase reporter, IFN-gamma, luminescence; 100% = IFN-gamma alone, no compound;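 active = activation above the screen-wide mean activation plus 3 SD, cut at about 130% in these data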;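 note: raw ratio to IFN-gamma control signal so 100% means no change and 0% no light; values of inactives mirror those of a sister screen read the other way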
APP 5'UTR act: activates APP 5'UTR luciferase reporter | SH-SY5Y APP 5'UTR luciferase reporter, luminescence; zero percent = DMSO vehicle wells | activation, % at 2 µM | hit rate 1% among 190,000;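 active = activation above a set limit, based on mean plus 3 SD of controls, cut at about 140% in these data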; note: values of inactives mirror those of a sister screen read the other way
Hsp70 act: Hsp70 transcriptional activation, primary screen | HeLa Hsp70 promoter luciferase reporter, luminescence; scaled: vehicle 0, proteasome-inhibitor control 100% | activation, % at 10 µM | hit rate 0.04% among 200,000 | AID 1203;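 active = activation above the mean across all tested compounds plus 3 SD, cutoff set per campaign, cut at about 5.5% in these data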;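 note: 100% = MG132 at 30 µM as the positive control and 0% = DMSO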
Numbers without * were called inactive; · = no result given.

Each structure is followed by: HMGR II inh	Redox H2O2 prof	TLR4 MyD88 comp	NF-kB expr up	STAT3 activator	STAT3 blocker	STAT1 blocker	STAT1 act	APP 5'UTR act	Hsp70 act
COc1ccc(C)cc1S(=O)(=O)NCCc1ccccc1
  -4	0.2	-8	1.1	102	-5	-4	103	0	-0.1
Cc1ccc2nc(SCc3cn4cccnc4n3)[nH]c2c1
  -8	0.2	4	1.4	86	16	-2	102	11	-0.2
Cc1ccc(NC(=O)COc2ccc(C3SCCS3)cc2)cc1
  4	1.3	0	1.1	102	2	-1	100	-5	-0.2
Cc1ccc2c(c1)cc1c(=O)[nH]ncn12
  -5	-1.4	-4	1.4	83	27	-13	109	25	0.0
Cc1ccc(C(=O)N/C(=C\c2ccccc2)C(=O)NCC2CCCO2)cc1 (configuration not stated)
  -10	-0.1	-7	1.5	106	-1	11	90	0	-0.2
CCOC(=O)c1ccc(NC(=O)CC2S/C(=N/N=C3/NC(=O)CS3)NC2=O)cc1 (configuration not stated)
  2	0.4	-7	1	94	12	9	90	12	-0.3
CCN(CC(=O)NCc1cccs1)S(=O)(=O)c1ccc(NC(C)=O)cc1
  -7	-2.2	-8	1.1	97	10	-6	104	-2	-0.2
CCOC(=O)c1cc(C(=O)NN)c(C)nc1C
  -2	-0.1	3	1	97	1	8	94	0	-0.3
O=C(NCc1n[nH]c(=S)n1-c1ccccc1)c1ccc(S(=O)(=O)N2CCOCC2)cc1
  -7	-0.6	-1	1	100	5	5	96	-1	0.1
CC1=CC(C)=Nc2ccccc2N1
  -4	-0.4	1	1.4	118	-15	-31	129*	21	0.0
COC(=O)C1=C(NC(=O)c2ccc(C)c(C)c2)CCS1
  -7	-2.4	-1	1.3	134*	-32	-2	102	12	0.1
CCOC(=O)c1ccc(S(=O)(=O)N2CCN(C(C)=O)CC2)cc1
  -3	-1.5	-7	1	103	7	2	97	-6	-0.1
C=CCN=C(C)C1=C(O)C(C)OC1=O (configuration not stated)
  0	0.4	7	1.1	98	5	2	98	-5	-0.2
C=CCn1c(SCC(=O)OCc2ccccc2)nc2c1c(=O)n(C)c(=O)n2C
  1	-1.4	5	0.86	104	-1	-1	101	16	-0.1
COc1ccc(N2CC(C)Cn3c2nc2c3c(=O)n(Cc3ccccc3F)c(=O)n2C)c(OC)c1 (configuration not stated)
  -1	0.8	0	0.84	107	-6	-3	103	1	-0.2
O=[N+]([O-])c1cccc(-c2cn(-c3ccccc3)c(=S)[nH]2)c1
  9	0.6	-4	1.2	98	10	-5	105	10	-0.1
NS(=O)(=O)c1ccc(CCNC(=O)COC(=O)CC(c2ccccc2)c2ccccc2)cc1
  -4	-0.6	-2	1.4	95	12	17	83	-7	-0.1
COc1cccc(C(=O)CSc2nc3ccccc3n2CC(=O)N2CCOCC2)c1
  -1	-2.5	11	0.76	110	-8	1	101	7	0.1
CCC(=O)N(CCC(c1ccccc1)c1ccco1)Cc1cccs1 (configuration not stated)
  1	0.3	11	1.1	108	-5	1	99	-1	-0.2
Clc1cccc(Nc2nc(-c3cccnc3)cs2)c1
  -2	-0.6	2	2.6	157*	-64	-45	139*	76	0.2
COc1ccccc1C(=O)NCC(=O)OCC(=O)c1ccc2c(c1)-c1ccccc1C2
  -5	0.2	3	1	82	22	3	98	-9	-0.2
O=C(NNC(=O)c1ccccc1[N+](=O)[O-])c1ccco1
  -4	0.1	2	1.3	105	0	-4	103	11	-0.2
COc1cc(/C=C(/NC(=O)c2ccccc2Cl)C(=O)O)cc(OC)c1OC
  0	0.5	-17	1.1	95	16	4	96	4	-0.5
Cc1cc(=O)oc2c(CN3CCC(C)CC3)c(O)c(Cl)cc12
  1	1.2	-16	1	96	8	10	91	-1	-0.3
CN(CC(=O)N1CCN(Cc2ccccc2)CC1)S(=O)(=O)c1cccc2nsnc12
  -3	9.9	2	1	111	-8	-1	99	15	-0.2
CC(C)(C)C(=O)NC(=S)NNC(=O)c1ccc(Cl)cc1Cl
  7	2.0	-2	0.82	94	14	3	95	10	-0.2
CCCc1cc(NC(=O)CCl)n(-c2ccccc2)n1
  -1	1.2	0	2.4	94	13	-12	110	-6	-0.2
O=c1c2ccccc2nnn1CSc1ncnc2ccccc12
  -3	2.4	3	2.3	110	-8	20	82	3	-0.3
CCOC(=O)N1CCN(S(=O)(=O)c2cc([N+](=O)[O-])c(C)cc2C)CC1
  -1	-0.8	8	0.87	101	3	3	96	10	0.0
C/C(=N\N1C(=O)CSC1=S)c1ccc(Br)cc1
  -4	-0.5	-2	1.1	95	13	-1	101	-26	0.0
Cc1nc2c(C(=O)NCc3ccc4c(c3)OCO4)cnn2c(C)c1Cc1ccc(F)cc1Cl
  -1	2.2	-5	1	103	8	7	93	-3	0.0
COc1ccc(-n2c(=O)cc(N3CCc4ccccc43)[nH]c2=O)cc1
  -8	0.4	8	1.1	108	-4	3	98	11	-0.2
O=C(CSc1nnnn1C1CC2CCC1C2)Nc1ccnc2ccccc12 (configuration not stated)
  -4	-0.8	-5	0.53	34	81*	25	77	-17	0.4
O=C(c1ccc(-c2nnc(-c3ccccc3)o2)cc1)N1CCCCCC1
  3	-1.1	-3	1.7	74	32	-20	118	52	0.2
CCCC(C(=O)c1ccccc1)n1cncn1 (configuration not stated)
  -2	-2.1	-6	1.2	96	8	-6	105	15	0.3
CCOc1ccc(S(=O)(=O)NCCC(=O)OCC(=O)c2ccc[nH]2)cc1
  0	1.9	6	0.95	106	-6	-1	99	22	-0.2
CC(=O)c1ccc(Oc2nc3c(c(=O)n(C)c(=O)n3C)n2C)cc1
  -5	-0.6	7	0.86	97	10	1	98	7	-0.1
CCN(CC(=O)Nc1cccc(S(=O)(=O)N2CCCC2)c1)CC(=O)Nc1ccccc1OC
  0	0.3	7	0.92	98	4	4	95	9	-0.3
Brc1ccccc1OCCOc1cccc2cccnc12
  -3	0.2	4	1.4	98	4	-21	119	0	-0.1
Cc1ccc(NC(=O)NNS(=O)(=O)c2ccc(Br)cc2)cc1
  3	1.8	1	0.96	109	0	-5	107	31	0.4
CCOc1cc(Br)ccc1S(=O)(=O)N1CC(C)OC(C)C1 (configuration not stated)
  2	2.8	0	0.92	93	10	5	95	-12	-0.2
COCCNC(=O)C(c1cccs1)N(Cc1ccccc1)C(=O)Cn1nnc2ccccc21 (configuration not stated)
  -4	0.1	-7	0.96	107	-12	1	99	10	-0.2
Cc1cc(NC(=O)c2ccc3c(c2)C(=O)N(C)C3=O)no1
  -4	-0.5	-8	1.3	97	10	-17	116	5	-0.2
CC1CCC(C(C)C)C(OC(=O)Cn2c(-c3ccc(F)cc3)[n+](C)c3ccccc32)C1 (configuration not stated)
  0	0.4	0	0.96	87	18	5	95	3	-0.4
Cn1c(=O)cc(OCC(=O)NCc2ccccn2)c2ccccc21
  0	3.8	8	1	93	13	4	97	8	-0.4
O=C(CSc1nnc(CN2CCOCC2)n1-c1ccc(Cl)cc1)Nc1ccc2c(c1)OCO2
  -4	0.1	-3	1.2	95	8	3	94	9	-0.4
[O-]/[N+](=C\c1ccc(OC(F)F)cc1)c1ccccc1
  -6	1.2	17	1.4	91	16	5	95	5	-0.4
COCCCNC(=O)Cn1cnc2sc(C)c(S(=O)(=O)N3CCN(c4ncccn4)CC3)c2c1=O
  -3	-0.8	9	0.94	111	-12	-6	104	11	0.1
COCCCN(C(=O)c1cc2c(s1)CCC2)c1c(N)n(Cc2ccccc2)c(=O)[nH]c1=O
  -2	-1.8	-9	1.6	106	-6	5	95	5	-0.5
CCC(C)(C(=O)NC1CCCC1)N(Cc1ccco1)C(=O)Cc1cccs1 (configuration not stated)
  -3	-2.7	3	1.3	96	8	3	97	-14	-0.2
COc1ccccc1N1CCN(C(=O)c2cc(-c3ccc(Br)cc3)on2)CC1
  -1	1.0	-3	1.3	96	10	0	100	1	-0.2
CCS(=O)(=O)CCSc1nc(C)cc(C)n1
  -3	2.4	-20	0.98	101	9	-2	102	4	-0.2
COCCN(Cc1cc2cc3c(cc2nc1Cl)OCO3)C(=O)c1ccc(C)cc1
  0	0.3	10	0.98	100	3	8	91	-11	-0.4
O=C(Nc1cccc(NC(=O)c2ccco2)c1)c1ccc2c(c1)OCCO2
  -4	0.2	-5	1.2	97	6	-5	106	-16	-0.3
CCCCc1nnc(NC(=O)CSc2nc(=O)cc(N)n2-c2cccc(C)c2)s1
  -3	0.3	-6	0.98	101	3	5	95	-12	0.1
CC1CC(C)CN(C(=S)Nc2ccc(SC(F)F)cc2)C1 (configuration not stated)
  -6	0.2	-10	0.98	80	27	-6	105	-3	-0.3
NC(=O)C1CCN(C(=O)COc2cccc3ccccc23)CC1
  -3	0.4	3	0.95	105	0	-1	101	6	0.0
Cc1ccc(C)c(N2CCN(C(=O)c3ccccc3Br)CC2)c1
  -7	1.8	-3	0.8	105	0	-10	109	1	-0.3
COC(=O)c1ccc(NC(=O)CCN2CCN(Cc3ccccc3)CC2)cc1
  -4	1.1	-11	1.1	109	-7	-3	103	-11	-0.1
CC(C)=CCCC1(C)C=Cc2c(ccc3c2[nH]c2cc(O)c(C)cc23)O1 (configuration not stated)
  -1	0.1	1	1.5	·	·	-12	110	6	1.1

Remaining list, next part.
Each structure is followed by: HMGR II inh	Redox H2O2 prof	TLR4 MyD88 comp	NF-kB expr up	STAT3 activator	STAT3 blocker	STAT1 blocker	STAT1 act	APP 5'UTR act	Hsp70 act
COc1ccccc1CNC(=O)Nc1cccs1
  6	-3.1	19	1.3	105	-2	12	90	-10	-0.2
O=C(NCc1ccco1)C(c1ccccc1)N(C(=O)Cc1cccs1)c1ccccc1F (configuration not stated)
  -5	2.2	-4	0.76	106	-2	-4	103	-14	-0.3
COc1cc(OC)c(Nc2cc(C)nc3nc(C)nn23)cc1Cl
  -6	-1.4	-11	0.9	97	4	0	101	3	-0.6
CC1=CC(=C2C(=O)c3ccccc3C2=O)C=C(C)O1
  -1	-3.5	-14	2.4	89	15	-26	124	11	-0.6
O=C(CSc1ccccc1)Nc1nc2ccccc2[nH]1
  -7	-0.1	1	1.9	102	3	-19	117	31	-0.2
COc1ccc(OCC(=O)N/N=C(\C)c2ccc(OC)cc2)cc1
  -7	-1.7	-2	0.95	110	-11	3	98	8	0.0
CCc1nc2oc3cc(OC)ccc3c(=O)c2c(=O)n1Cc1ccco1
  -5	3.0	6	1.1	97	9	-6	105	-14	-0.4
COc1ccc(-c2noc(-c3cccc(OC)c3OC)n2)cc1OC
  -3	-0.8	-6	3.9*	99	10	-49	144*	·	0.1
Cc1ccc(Oc2ccc(C=O)cn2)cc1
  1	-0.6	-10	1.4	96	7	-4	103	17	-0.2
CC(C)(C)n1nnnc1C(c1ccccn1)N1CCN(C(c2ccccc2)c2ccccc2)CC1 (configuration not stated)
  -3	-0.9	-7	1.3	102	0	5	94	0	-0.1
